High-throughput results deposited in PubChem by National Center for Advancing Translational Sciences (NCATS).
PKM2 activator = increases activity of human pyruvate kinase M2; AID 1631; purified PKM2, Kinase-Glo ATP luminescence, activation; response scale: 0% is enzyme alone, no compound; Potency, µM (doses to about 57.5 µM), for the others: at the highest dose activation, most hits filed as activators; 260,000 compounds, 0.34% hits; P14618; further: potency means the concentration at half of the fitted maximal effect; on the % scale 0 is the no-effect control and ±100 the full control effect; nearly all actives have a fitted effect of over 55% in size
Target sequence (P14618 whole entry, looked up): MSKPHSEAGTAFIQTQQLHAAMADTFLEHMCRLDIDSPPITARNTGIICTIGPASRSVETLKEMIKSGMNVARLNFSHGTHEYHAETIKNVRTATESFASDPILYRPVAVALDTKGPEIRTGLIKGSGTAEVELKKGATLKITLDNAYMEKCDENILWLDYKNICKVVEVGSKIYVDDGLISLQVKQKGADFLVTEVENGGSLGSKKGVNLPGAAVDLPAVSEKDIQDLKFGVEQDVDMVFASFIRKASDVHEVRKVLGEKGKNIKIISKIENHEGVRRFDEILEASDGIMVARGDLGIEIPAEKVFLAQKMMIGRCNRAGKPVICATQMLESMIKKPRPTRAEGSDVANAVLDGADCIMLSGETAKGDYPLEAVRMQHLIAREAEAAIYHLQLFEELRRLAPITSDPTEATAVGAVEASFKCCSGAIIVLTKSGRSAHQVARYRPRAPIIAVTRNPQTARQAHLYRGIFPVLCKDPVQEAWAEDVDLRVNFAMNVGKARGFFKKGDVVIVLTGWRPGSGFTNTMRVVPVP
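Purified hPK-M2 (>95%) run at intermediate activity with 0.1 mM ADP and 0.5 mM PEP in 50 mM imidazole pH 7.2, KCl, MgCl2; 1 h room temperature. ATP formed read by Kinase-Glo luminescence; normalized to uninhibited and no-enzyme controls.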
p53 reactivator = mutant p53 re-activation in reporter cells; 320,000 compounds, 0.063% hits; AID 504706; H1299 p53-A138V BP100-luciferase reporter, luminescence, 24 h; Potency, µM (titrated, usually from 92.2 µM), inactives show top-dose activity change, positive = activation, most hits filed as activators; further: potency means the concentration at half of the fitted maximal effect; % of control where 0% means no effect; nearly all actives have a fitted effect of over 45% in size
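H1299 (p53-null), stable ts p53-A138V + BP100-Luc; 1000 cells/well, Opti-MEM/10% FBS; cpd 4 pt, 1:5; 24 h, 37 deg C, 5% CO2; detection reagent 10 min RT; luminescence.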
RORg inh = ROR gamma (mouse) transcription inhibition | Drosophila S2 Gal4-RORgamma UAS-luciferase reporter, 20 h | Potency, µM (top dose mostly 53.6 µM), for the others: at the top dose activity change, negative = inhibition, most hits filed as inhibitors | 310,000 compounds, 5.4% hits | AID 2551; further: potency means the concentration at half of the fitted maximal effect; on the % scale 0 is the no-effect control and ±100 the full control effect; nearly all actives have a fitted effect of over 60% in size
Target sequence (P51450 whole entry, looked up, the tested form may be a part): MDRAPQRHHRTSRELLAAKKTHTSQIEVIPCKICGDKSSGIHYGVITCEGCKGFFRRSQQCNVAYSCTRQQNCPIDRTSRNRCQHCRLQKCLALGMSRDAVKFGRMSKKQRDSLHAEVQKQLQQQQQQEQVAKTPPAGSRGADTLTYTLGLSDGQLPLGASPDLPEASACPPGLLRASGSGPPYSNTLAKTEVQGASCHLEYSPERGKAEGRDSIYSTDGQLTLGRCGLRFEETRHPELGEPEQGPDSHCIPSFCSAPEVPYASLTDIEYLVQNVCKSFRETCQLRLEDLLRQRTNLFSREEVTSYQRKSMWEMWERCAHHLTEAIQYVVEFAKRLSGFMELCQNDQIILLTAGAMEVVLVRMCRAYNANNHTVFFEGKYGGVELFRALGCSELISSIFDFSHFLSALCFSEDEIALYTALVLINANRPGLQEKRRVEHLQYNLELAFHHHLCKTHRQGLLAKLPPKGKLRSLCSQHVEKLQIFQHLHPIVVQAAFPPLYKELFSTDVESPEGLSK
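Stable Schneider cell line, Gal4 DNA-binding domain fused to ROR gamma, UAS-luciferase. Cmpd 1 hr RT → CuSO4 700 uM final → 20 hr RT → luciferase reagent 10 min → luminescence.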
ELG1 genotoxic = genotoxicity induction in ELG1-luciferase HEK293T cells; HEK293T ELG1-luciferase reporter, luminescence, 16 h; Potency, µM (titrated, usually from 46 µM), for inactives: at the top dose activity change, positive = activation, usual class: activators; 330,000 compounds, 1.3% hits; further: potency means the concentration at half of the fitted maximal effect; % of control where 0% means no effect; nearly all actives have a fitted effect of over 60% in size
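HEK293T cells expressing luciferase-tagged ELG1 were exposed to compound or DMSO vehicle for 16 hr at 37 °C and 5% CO2. Luciferase activity was then measured with ONE-Glo after 30 min at room temperature.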
Giardia killer = Giardia lamblia killing; Giardia lamblia trophozoite viability; AID 540267; activity change, % at 7.66 µM, hits read low; 340,000 compounds, 0.15% hits; in the data active means activity change below about -80%; inconclusive means between about -30% and that limit;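 further: parasites exposed to compound for two days anaerobically before the ATP read; on the % scale 0 is the no-effect control and ±100 the full control effect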
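Luminescence from cellular ATP indicates surviving trophozoites (100 cells/well) following 48 hrs anaerobic compound treatment at 37 deg C; signal develops 15-30 min at room temperature.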
FLuc counter = firefly luciferase modulation, counter-screen for miR-21 project | P08659 | purified FLuc, Km substrates, luminescence inhibition | Potency, µM (highest dose often 57.5 µM), for inactives: at the highest dose activity change, negative = inhibition, hits mostly inhibitors | 360,000 compounds, 6.9% hits;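 further: potency means the concentration at half of the fitted maximal effect; plate controls were vehicle for no effect and reference inhibitor for full effect; nearly all actives have a fitted effect of over 55% in size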
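Purified P. pyralis luciferase (10nM final) with 10uM D-luciferin and 10uM ATP (Km levels) in 50mM Tris acetate pH 7.5, 10mM Mg acetate, 0.01% Tween-20, 0.05% BSA; qHTS 6-point titration, ~60 µM downward; luminescence read.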
Menin MLL FP TR = displaces Texas Red mutant MLL peptide from human menin. O00255. Menin + Texas Red MLL mutant peptide, fluorescence polarization. Potency, µM (highest dose often 61.6 µM), inactives show top-dose FP activity change, negative = inhibition, actives largely listed as inhibitors. 270,000 compounds, 0.23% hits; active means well fitted inhibition curve with a large enough effect in the polarisation, with a control signal flat, not every such curve was filed as active; inconclusive means small, poorly fitted or top-dose-only effect, or effect the other way, or a change in a side signal; inactive means no such curve, though single readings can be large or run the other way; the % refers to the polarisation; further: potency means the concentration at half of the fitted maximal effect; % of control where 0% means no effect; many of its hits are not listed in these tables
BRCA1 expr up = BRCA1 expression activation. MCF7-BRCA1-FFLuc reporter, luminescence, 48 h; response scale: scaled: vehicle 0%, 10 µM genistein 100%. 380,000 compounds, 1.1% hits. AID 624202. Potency, µM (titrated, usually from 46.1 µM), for the others: at the highest dose activation, most hits filed as activators; further: potency means the concentration at half of the fitted maximal effect; nearly all actives have a fitted effect of over 80% in size; some results filed as inactive show a strong effect at the top dose
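Quantitative HTS in MCF7 cells stably reporting BRCA1 expression via firefly luciferase. Compound treatment lasts 48 h at 37 °C in phenol-red free MEM. Activation is expressed relative to genistein at 10 microM and DMSO.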
Rab9 prom act = activates the Rab9 promoter; 320,000 compounds, 2.8% hits; AID 485297; Huh7 Rab9 promoter-luciferase reporter, luminescence, 24 h; Potency, µM (titrated, usually from 9.22 µM), inactives show at the top dose activation, negative = inhibition, usual class: activators; further: potency means the concentration at half of the fitted maximal effect; % of control where 0% means no effect; nearly all actives have a fitted effect of over 60% in size
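Promoter activation is measured as luciferase luminescence in Huh7 cells stably transfected with a Rab9 promoter–luciferase construct, following 24 h compound exposure at 37 °C and 10 min reagent incubation at ambient temperature.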
NPC1 prom act = activators of NPC1 promoter; Huh7 NPC1 promoter luciferase reporter, 24 h; Potency, µM (highest dose often 9.22 µM), for inactives: top-dose activation, actives largely listed as activators; 320,000 compounds, 2.4% hits;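 further: potency means the concentration at half of the fitted maximal effect; % of control where 0% means no effect; nearly all actives have a fitted effect of over 60% in size; reporter is driven by a mutant NPC1 promoter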
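Cells: Huh7 expressing luciferase under the NPC1 promoter, 1500/well. Seeded 2 h, compound added, incubated 24 h at 37 °C. Luciferase reagent, 10 min ambient, then luminescence.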
VP16 counter = Gal4-VP16 reporter inhibition counter-screen. Drosophila S2 Gal4-VP16 UAS-luciferase, luminescence, 20 h. Potency, µM (top dose mostly 53.6 µM), without a hit: at the highest dose activity, negative = inhibition, most hits filed as inhibitors. 310,000 compounds, 3.5% hits. AID 2546;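 further: Gal4-VP16 expression switched on by copper sulfate through the metallothionein promoter; potency means the concentration at half of the fitted maximal effect; on the % scale 0 is the no-effect control and ±100 the full control effect; nearly all actives have a fitted effect of over 50% in size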
* = called active by the depositor; ? = inconclusive; . = no result given; & = joins results of further samples; [ ] = another dose, or the depositor's remark. Unless noted, the call rests on the fitted dose curve; in most records, active means well fitted curve in the direction sought with a large enough effect; inconclusive means small, poorly fitted or top-dose-only effect, or another doubt; inactive means no such curve, though single readings can be large; an effect the other way counts as inactive or inconclusive. This is a subset; count on the stated rates, not on these rows.

SMILES	PKM2 activator	p53 reactivator	RORg inh	ELG1 genotoxic	Giardia killer	FLuc counter	Menin MLL FP TR	BRCA1 expr up	Rab9 prom act	NPC1 prom act	VP16 counter
COc1ccc(S(=O)(=O)N2CCCCC2)cc1NC(=O)c1ccco1	-4%	-3%	-14%	3%	-13	-3%	-7%	-2%	0%	-1%	-11%
O=C(Nc1nc2ccc([N+](=O)[O-])cc2s1)c1ccc(S(=O)(=O)N2CCCc3ccccc32)cc1	1%	4%	?	-11%	-14	-5%	?	-65%	-41%[inhibitor]	-40%[inhibitor]	4µM*
O=C(Nc1ccc(Br)cc1)c1ccc(N2C(=O)C3CC=CCC3C2=O)cc1 (centres undefined)	0%	8%	28%	1%	-8	-13%	2%	-21%	-2%	1%	-6%
C/C(N)=C(/C#N)C(=O)CSc1nc2scc(-c3ccc(F)cc3)c2c(=O)n1C	7%	-2%	5%	2%	-20	-11%	?	-17%	0%	-4%	-6%
CCn1nnc(NC(=O)Cc2ccc(Cl)cc2)n1	1%	-3%	5%	1%	-1	6%	-1%	6%	-9%	-1%	4%
CN1C(=O)SC(Nc2ccccc2C(=O)O)C1=O (centres undefined)	-7%	3%	1%	-5%	7	0%	4%	5%	1%	9%	-21%
CC1CCCN(C(=O)CNC(=O)c2sc3ccccc3c2Cl)C1 (centres undefined)	.	23%	.	?	0	15µM*	.	?	2.5µM*	?	.
COC(=O)c1c(NC(C)=O)sc(Cc2ccccc2)c1C	-1%	1%	20%	2%	2	1%	.	-15%	2%	2%	1%
CCSc1nc(=S)n(CC)c(C)c1C(C)=O	-7%	.	-33%	.	-6	1%	10%	4%	.	.	17%
CN1CCN(C(=O)CCCN2C(=O)/C(=C/c3cccc(Br)c3)SC2=S)CC1	0%	?	?	2%	61[activator]	?	-7%	-48%	-12%	-4%	-6%
Cc1cc(-n2c(C)cc(C(=O)CSc3nnc4sc5ccccc5n34)c2C)no1	-14%	3%	35%[10 µM]	1%	-16	-10%	8%	9%	7%	6%	1%
CCCCCOC(=O)C1=C(C)N(C)C(=O)NC1c1cc(Br)c(O)c(OC)c1 (centres undefined)	2%	-9%	?	-5%	8	-1%	-9%	-21%	0%	-7%	-28%
CCOC1(c2ccccc2)CC1C(=O)N/N=C/c1cccc([N+](=O)[O-])c1 (centres undefined)	-1%	-2%	?	-9%	22	6%	.	-49%	2%	-2%	-9%
COc1ccc(C(=O)OCC(=O)Nc2sccc2C(N)=O)cc1OC	-2%	4%	13%	3%	4	-16%	.	-1%	5%	16%	-8%
CC1CCN(C(C(=O)NC2CCCCC2)c2cc3c(cc2[N+](=O)[O-])OCO3)CC1 (centres undefined)	1%	5%	0%	0%	-12	?	-13%	-3%	0%	-1%	-8%
COc1ccc(NS(=O)(=O)c2ccc3c(c2)N(C(C)=O)CCO3)cc1	.	4%	14%	-1%	?	0%	.	12%	0%	-2%	-1%
Cc1cc(C(F)(F)F)nc(SCC(=O)Nc2cc(C)on2)n1	16%	0%	-14%	2%	16	1%	-3%[11.7 µM]	-18%	4%	-3%	1%
CC(=O)c1ccc(N2CCN(C(=S)NCc3ccco3)CC2)cc1	-12%	-5%	5%	-2%	-9	-1%	-8%	-1%	-6%	-3%	-4%
COc1ccc2oc(C(=O)NN3C(C)CCCC3C)c(C)c2c1 (centres undefined)	2%	-1%	10%	1%	8	-2%	-7%	-4%	-4%	-7%	-11%
S=c1[nH]nc(COc2ccccc2)n1-c1ccccc1	0%	-2%	4µM*	-7%	-9	?	9%	1%	-6%	-3%	10µM*
CSc1ncc(CN2CCCC(C(=O)Nc3ccc(-c4ccco4)cc3)C2)cn1 (centres undefined)	.	-1%	0%	-1%	-2	-2%	27%	17%	6%	-2%	4%
O=C(c1ccc2c3c(cccc13)CC2)C1CCCN(C(=O)c2ccc(=O)[nH]c2)C1 (centres undefined)	23%	-3%	17%	-2%	-7	-12%	-9%	1%	-8%	-5%	-1%
COc1ccc(Cl)cc1NC(=O)CSc1nc2sccc2c(=O)[nH]1	-11%	-1%	20%	0%	0	?	?	-28%	1%	5%	-7%
Cc1ccc(NC(=O)NC2CCCCC2)cc1Cl	-2%	.	?	3.7µM*	-9	?	-5%	5µM*	?	3.2µM*	-22%
CS(=O)(=O)N1CCc2cc(-c3csc(NCC4CCCO4)n3)ccc21 (centres undefined)	13%	?	-29%	-1%	-6	-18%	16%	-1%	12%	10%	8%

Only Rab9 prom act, RORg inh and VP16 counter (2 entries from above):
| structure | Rab9 prom act | RORg inh | VP16 counter |
| --- | --- | --- | --- |
| CCCCCOC(=O)C1=C(C)N(C)C(=O)NC1c1cc(Br)c(O)c(OC)c1 (centres undefined) | 0% | ? | -28% |
| O=C(c1ccc2c3c(cccc13)CC2)C1CCCN(C(=O)c2ccc(=O)[nH]c2)C1 (centres undefined) | -8% | 17% | -1% |

Other entries follow.
SMILES	PKM2 activator	p53 reactivator	RORg inh	ELG1 genotoxic	Giardia killer	FLuc counter	Menin MLL FP TR	BRCA1 expr up	Rab9 prom act	NPC1 prom act	VP16 counter
CCCCn1c(N)c(N(CCOC)C(=O)c2cccc(S(=O)(=O)N(CC)c3ccccc3)c2)c(=O)[nH]c1=O	.	-5%	.	1%	3	4%	.	-15%	-9%	3%	.
CCCCCCN(C(=O)CCCCCN1C(=O)NC(c2ccc(Cl)cc2)C(C(=O)OCc2ccccc2)=C1C)C(C(=O)NCCCC)c1ccc(OCC(=O)OC)c(C(=O)OC)c1 (centres undefined)	1%&3%	-23%	-13%&15%	0%	.	2%	-17%&-16%	.	-2%	1%	-9%&-11%
COC(=O)c1ccc(NCC(=O)c2ccccc2)cc1	-24%	?	-28%	?	-7	1.5µM*	30%	66%	1.8µM*	2.5µM*	9%
Cc1sc2nc(CSCC(=O)NC3CCCCC3)[nH]c(=O)c2c1C	.	-5%	.	1%	39[activator]	-1%	.	-32%	-5%	-2%	.
O=C(COc1ccc(F)cc1)Nc1cc(Cl)ccc1-n1cncn1	.	2%	.	3%	16	3%	.	6%	13%	9%	.
CC1(C)CC(=O)C=C(c2ccc(F)cc2OCc2ccccc2)C1	.	2%	.	-2%	-7	-2%	.	-19%	-3%	2%	.
COc1ccc(Cl)cc1NC(=O)C(C)Sc1nncn1C (centres undefined)	0%	7%	24%	1%	-15	0%	-1%	1%	-5%	-4%	-2%
Cc1cc(C(=O)Nc2cc(C(F)(F)F)ccc2N2CCOCC2)no1	-1%	-2%	-40%	-6%	-15	1%	.	-10%	4%	-1%	-4%
CC(=O)NC1(c2cccc(F)c2)CCN(C(=O)Nc2ccc(C#N)cc2)CC1	-4%	-4%	-10%	-2%	-1	-8%	-4%	-8%	-1%	-1%	0%
O=C(/C=C/c1cccc(Oc2ccccc2)c1)N1CCOCC1	-12%	20%	?	?	-3	15µM*	?	8.9µM*	1.6µM*	?	-15%
CCc1cc2c(NC(Cc3ccccc3)C(=O)O)nc(C)nc2s1 (centres undefined)	1%	.	-2%	1%	16	5%	2%	-5%	-2%	4%	1%
Cc1nc(SCC(=O)c2c(N)n(C3CC3)c(=O)[nH]c2=O)[nH]c(=O)c1CCO	.	8%	.	-1%	3	4%	.	4%	0%	-5%	.
CC/C(=N/Nc1cccc(Cl)c1)c1cnnc(SC)n1	3%	3%	?	?	34[activator]	0%	-27%	-5%	-3%	-1%	-25%

Ordered by molar mass (lowest first): some entries from above
SMILES	PKM2 activator	p53 reactivator	RORg inh	ELG1 genotoxic	Giardia killer	FLuc counter	Menin MLL FP TR	BRCA1 expr up	Rab9 prom act	NPC1 prom act	VP16 counter
CC1(C)CC(=O)C=C(c2ccc(F)cc2OCc2ccccc2)C1	.	2%	.	-2%	-7	-2%	.	-19%	-3%	2%	.
COc1ccc(Cl)cc1NC(=O)C(C)Sc1nncn1C (centres undefined)	0%	7%	24%	1%	-15	0%	-1%	1%	-5%	-4%	-2%
Cc1sc2nc(CSCC(=O)NC3CCCCC3)[nH]c(=O)c2c1C	.	-5%	.	1%	39[activator]	-1%	.	-32%	-5%	-2%	.
CC(=O)NC1(c2cccc(F)c2)CCN(C(=O)Nc2ccc(C#N)cc2)CC1	-4%	-4%	-10%	-2%	-1	-8%	-4%	-8%	-1%	-1%	0%
Cc1nc(SCC(=O)c2c(N)n(C3CC3)c(=O)[nH]c2=O)[nH]c(=O)c1CCO	.	8%	.	-1%	3	4%	.	4%	0%	-5%	.
